# Ecoli WT expand: growth inhibitors of E. coli BW25113 wild type; OD600 absorbance; actives 0.15% (n = 98,000); growth inhibition, % at 100 µM; AID 710;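 active means growth inhibition above about 50% at one test dose, limit read from the data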;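 further: growth measured after 20 h incubation at 37 °C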
# CD11b adhes enh: enhancers of human CD11b/CD18 binding to fibrinogen; P05107+P11215; K562 CD11b/CD18 adhesion to fibrinogen, ATPlite luminescence; activation, % at 10 µM; actives 0.07% (n = 93,000);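 active means 10 µM primary screen giving 50% or more activity, confirmed by 40% or more on retest at that dose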; further: strong numbers were not always called active; reference of the scale not given here
# PLAP act: human PLAP activation. P05187. purified PLAP enzyme, luminescent substrate read-out; hits give high values. activation fold at 20 µM. actives 1.2% (n = 96,000); in the data active means activation fold above about 2
# ERa coact inh: ER-alpha (human) coactivator binding inhibition; P03372; TR-FRET ER-alpha LBD / SRC-1 peptide, estradiol-bound; inhibition, % at 25.6 µM; actives 1.7% (n = 86,000); in the data active means inhibition above about 50%;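 further: 0% = receptor plus peptide control and 100% = peptide only without receptor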
# MT1-MMP txn act: MT1-MMP promoter transcription activation; HT1080 MT1-MMP promoter luciferase reporter, luminescence, overnight; hits give high values; activation factor at 10 µM; actives 0.16% (n = 86,000); AID 750;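 active means activation factor of at least 2 for MT1-MMP transcription at 10 µM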
# FAK inh: blocks human focal adhesion kinase activity; actives 0.84% (n = 97,000); inhibition, %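 (tested at 7 µM)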; Q05397; biochemical FAK kinase activity assay; in the data active means inhibition above about 19%;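 further: 0% = DMSO and 100% = reference compound high control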
# Target sequence (Q05397 whole entry, looked up): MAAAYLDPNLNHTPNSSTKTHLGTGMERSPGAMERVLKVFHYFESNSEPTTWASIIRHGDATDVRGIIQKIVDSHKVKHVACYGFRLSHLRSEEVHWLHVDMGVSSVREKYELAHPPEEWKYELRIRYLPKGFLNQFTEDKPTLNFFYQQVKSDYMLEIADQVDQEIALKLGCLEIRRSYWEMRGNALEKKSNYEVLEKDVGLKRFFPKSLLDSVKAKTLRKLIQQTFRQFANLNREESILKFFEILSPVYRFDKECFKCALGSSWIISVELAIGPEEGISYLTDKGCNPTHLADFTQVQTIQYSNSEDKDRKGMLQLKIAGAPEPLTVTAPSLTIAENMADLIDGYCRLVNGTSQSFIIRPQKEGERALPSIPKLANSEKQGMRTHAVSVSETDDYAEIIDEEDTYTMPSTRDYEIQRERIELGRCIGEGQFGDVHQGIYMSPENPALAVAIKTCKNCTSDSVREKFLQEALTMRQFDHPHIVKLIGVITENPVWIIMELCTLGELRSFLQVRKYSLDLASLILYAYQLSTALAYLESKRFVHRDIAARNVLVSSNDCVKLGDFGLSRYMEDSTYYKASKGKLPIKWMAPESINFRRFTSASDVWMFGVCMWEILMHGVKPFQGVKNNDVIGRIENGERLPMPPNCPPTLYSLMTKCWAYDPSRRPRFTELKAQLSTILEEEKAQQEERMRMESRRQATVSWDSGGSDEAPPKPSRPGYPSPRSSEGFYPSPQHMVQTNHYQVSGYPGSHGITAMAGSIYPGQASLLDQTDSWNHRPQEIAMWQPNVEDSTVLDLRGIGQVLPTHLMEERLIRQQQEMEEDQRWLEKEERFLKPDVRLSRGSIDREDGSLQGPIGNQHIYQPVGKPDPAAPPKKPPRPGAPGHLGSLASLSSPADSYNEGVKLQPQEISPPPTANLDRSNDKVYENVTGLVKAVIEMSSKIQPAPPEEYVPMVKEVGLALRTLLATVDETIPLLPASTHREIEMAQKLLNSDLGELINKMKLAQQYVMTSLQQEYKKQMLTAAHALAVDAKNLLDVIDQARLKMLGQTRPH
# CD11b adhes inh: CD11b/CD18-fibrinogen binding inhibition; P05107+P11215; K562 CD11b/CD18 adhesion to fibrinogen, ATPlite luminescence; Mn2+ added to activate the integrin; inhibition, % at 10 µM; actives 0.54% (n = 93,000); AID 1497;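 active means primary inhibition of 50% or more at 10 µM, then 40% or more on retest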; further: some results filed as inactive read as strong as hits
# ERb SRC1 inh: blocks coactivator binding to human estrogen receptor beta. TR-FRET ER-beta LBD / SRC1-Cy5 peptide binding; receptor agonist-loaded with 1 µM estradiol. inhibition, % at 25.6 µM. actives 1.3% (n = 86,000). AID 633;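 active means compounds whose percent inhibition of the receptor-coactivator binding signal exceeds about 50% in the single-dose screen, limit read from the data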;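 further: 0% = receptor plus peptide wells without compound and 100% = peptide-only wells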
# ERa coact pot: enhances coactivator binding to human estrogen receptor alpha. P03372. TR-FRET ERalpha-LBD/SRC-Cy5 coactivator binding, 2 h; 100 = basal binding, no effect. coactivator binding (% of control), % at 25.6 µM. actives 1.3% (n = 86,000); in the data active means activity above about 200%;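 further: binding measured in presence of low estradiol as agonist stimulus; 0% = peptide alone without receptor and 100% = receptor with peptide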
# * = called active by the depositor; x = no result given; [ ] = remark or other dose.
SMILES,Ecoli WT expand,CD11b adhes enh,PLAP act,ERa coact inh,MT1-MMP txn act,FAK inh,CD11b adhes inh,ERb SRC1 inh,ERa coact pot
C=CCC1(O)CC(c2ccco2)NC(c2ccco2)C1CCC (stereo unspecified),-5,0,1.1,-2,1.1,0,-4,-2,98
COC(=O)c1cc2n(n1)CCN(Cc1ccc(C)cc1)C2=O,10,-1,1.3,x,x,-4,-19,x,x
N#CC1=C(N)OC2=C(C(=O)CCC2)[C@]12C(=O)N(CC(N)=O)c1ccccc12,7,-2,1.1,-3,1,4,-7,2,106
Cc1cc(C)c(NC(=O)CSc2nc3c(c(=O)n2C)SC(C)C3)c(C)c1 (stereo unspecified),0,2,1,-5,1.2,3,-8,-6,115
CCc1nn2cc(-c3ccccc3)nc2s1,10,-3,0.8,-6,0.1,x,20,-7,112
CCOC(=O)C1=C(CSc2nccn2C)NC(=O)NC1c1cc(C)ccc1C (stereo unspecified),-1,-2,1.1,3[fluorescence artefact?],1.2,2,-16,2[fluorescence artefact?],110
CCOc1cccc(/C(O)=C2/C(=O)C(=O)N(CCOC)C2c2ccc(C)o2)c1 (stereo unspecified),1,x,0.8,-6,1.2,-1,x,5,149
Cc1cccc(NC(=O)CN(c2ccc(C(C)C)cc2)S(=O)(=O)c2c(C)nn(C)c2C)n1,0,4,1.4,14,x,0,3,23,91
COC(=O)[C@H](C)NC(=O)COc1ccccc1,6,-8,0.9,x,x,-3,-3,x,x
O=Cc1c(N2CCCCCC2)nc2ccccn2c1=O,-7,-2,1,-4,1.2,1,-5,1,97[fluorescence artefact?]
CC(=O)OCc1c(C(F)(F)F)nn(C)c1SCc1ccc(Cl)cc1,-2,5,0.8,-4,x,1,-2,-2,84
Cc1cc(C)n2c(SCCN3C(=O)c4ccccc4C3=O)nnc2n1,x,x,x,-4,1.1,-7,x,-7,114
Brc1ccc2c(c1)CNc1c(ncnc1N1CCOCC1)O2,-4,-3,1.1,-4,1.1,x,-3,-8,106
CCC(Oc1ccccc1)C(=O)Nc1ccccn1 (stereo unspecified),-5,0,1.1,x,1.5,-2,6,x,x
Cn1c(=O)n(C)c2cc(S(=O)(=O)N3CCOCC3)ccc21,-3,-1,0.8,-6,1,0,-6,-8[fluorescence artefact?],105
N#Cc1c(-c2ccc(Cl)cc2)ccn2nc(CCC(=O)O)nc12,5,-4,1.2,-2,x,0,13,-6,114
O=C(COc1ccccc1)Nc1ccccc1N1CCCCC1,6,2,1.1,1,1.1,10,4,3[fluorescence artefact?],88
Cc1ccc(CCN2CC(C(=O)NCCCN(C)Cc3ccccc3)CC2=O)cc1 (stereo unspecified),3,0,1.5,x,1,-2,-3,x,x
CC(C)(C)c1ccc(OCC(=O)OCCNC(=O)c2cccnc2)cc1,1,1,1.1,x,x,3,-33,x,x
CC(NC(=O)Nc1ccccc1)c1ccccc1 (stereo unspecified),2,-6,1,3,x,8,3,1,86
CCOC(=O)C1(Cc2ccccc2)NC(c2ccccc2F)C2C(=O)N(CC)C(=O)C21 (stereo unspecified),10,6,1.6,-4,1.1,-1,-3,-6,115
CCN(Cc1ccccc1)C(=O)CCc1nc(-c2ccc(C)cc2)no1,-9,0,1.7,-5,1,2,5,0,124
C/C(=N\NC(=O)CSCc1ccccc1Cl)c1cccc(NC(=O)c2ccccc2)c1,x,x,x,-9,1.3,-1,x,5[fluorescence artefact?],126
CCOC(=O)C1=C(C)NC2=C(C(=O)C(C(=O)OCC)C(c3ccccc3OC)C2)C1c1ccccn1 (stereo unspecified),4,0,1.2,0,1,-2,-10,-3,84
CCC(CC)C(=O)Nc1c2c(nn1-c1ccc(OC)cc1)CS(=O)C2 (stereo unspecified),2,-3,0.7,4[fluorescence artefact?],1.2,6,-8,-10[fluorescence artefact?],122
SMILES,Ecoli WT expand,CD11b adhes enh,PLAP act,ERa coact inh,MT1-MMP txn act,FAK inh,CD11b adhes inh,ERb SRC1 inh,ERa coact pot
CCOC(=O)c1sc(=S)n(-c2ccc(F)c(F)c2)c1N,1,0,1.1,-5[fluorescence artefact?],1.1,5,56,2[fluorescence artefact?],85
CCOc1cc2c(cc1OCC)C(c1cc(OC)c(O)c(OC)c1)NCC2 (stereo unspecified),x,x,x,-5,1.1,x,x,-3,111
COc1ccc(OC)c(C(=O)c2nc3c(n2O)CCCCC3)c1,1,10,0.9,-1,1.1,6,-18,-2,107[fluorescence artefact?]
Cc1ccc(-c2nnc(SCC(=O)Nc3ccc(S(=O)(=O)N4CCCCCC4)cc3)o2)cc1,-5,6,1.2,11[fluorescence artefact?],1,-5,4,3[fluorescence artefact?],119
COC(=O)c1cc2oc(C)cc2n1CC(=O)Nc1ccc(C)c(C)c1,-3,4,0.9,-16,1.3,0,-14,-32[fluorescence artefact?],105
O=C(NCCCN1CCCC1)Nc1cccc2ccccc12,4,0,1.1,-14,1.1,5,-10,-17,101
CC(C)OC(=O)CSc1nc2ccccc2s1,7,-3,1,-6,1.1,2,8,-17[fluorescence artefact?],97
c1coc(CNc2ncnc3sc4c(c23)CCCCC4)c1,-1,2,1.6,8,1.2,10,-3,8,87[fluorescence artefact?]
O=C(c1cc(-c2ccc(Cl)c(Cl)c2)on1)N1CCCC1,-7,-5,0.9,0,1.4,x,-15,4,120
c1ccc(-c2nnc3n2N=C(c2ccc4c(c2)OCO4)CS3)nc1,-16,-3,0.8,5,1,-2,-5,5,101
Cc1nn(Cc2ccccc2)c(C)c1NC(=O)c1noc2c1CCc1ccccc1-2,0,3,1.5,-10,x,-3,-1,-5,122[fluorescence artefact?]
O=C(NCCCN1CCCC1=O)c1ccc(OCc2ccccc2)cc1,2,-3,2.1*,x,x,-2,-8,x,x
CCN(CC)C(=O)CSc1nnc(-c2cc(OC)cc(OC)c2)o1,-5,1,1,-8[fluorescence artefact?],1.2,0,-13,-3,106
Cc1cc(C)cc(CSc2nnc(C)c(=O)[nH]2)c1,-2,-4,0.9,-5,1,0,-9,2,111
COc1cc(NC(=O)c2noc3c2CCCC3)c(OC)cc1Cl,-11,15,0.9,-4,1.4,x,24,1,124[fluorescence artefact?]
O=C(c1ccccc1)c1ccc(OC(=O)N2CCOCC2)cc1,-1,2,1,0,1.3,0,3,-2,90
N#C/C(=C/c1ccc(Cl)cc1)NC(=O)c1ccccc1,-1,-4,1,x,x,2,10,x,x
O=C(CN1C(=O)c2ccccc2S1(=O)=O)N1CCOCC1,-4,0,0.9,-11,2.1*,0,-7,-3,102
Cc1c(NC(=O)c2ccc3c(c2)OCO3)c(=O)n(-c2ccccc2)n1C,-9,2,1.1,3,x,-1,4,1,120
O=C1C2C3C=CC(C4CC34)C2C(=O)N1/N=C/c1ccc(-c2ccc(Cl)cc2[N+](=O)[O-])o1 (stereo unspecified),-6,5,1.1,4,1.1,2,7,-2,86
NC(=O)C1CCN(S(=O)(=O)c2cccc(C(=O)O)c2)CC1,4,-2,0.9,x,x,0,-1,x,x
COc1ccc(-c2nn(-c3ccccc3)cc2C(=O)O)cc1,-13,-2,1,-2,1.1,-2,-8,-5[fluorescence artefact?],100
CCCn1nnnc1NCc1ccccc1OCc1ccc(F)cc1,-5,5,0.6,32,1,1,-3,21,105
CCN(Cc1cc2ccc(C)cc2[nH]c1=O)C(=O)c1cccnc1,6,3,0.9,9[fluorescence artefact?],1.1,-2,-4,-2[fluorescence artefact?],135
Cc1ccc(C(=O)N2CCN(c3ccc(NC(=O)c4ccc(Br)o4)cc3)CC2)cc1,-4,-3,1.3,8,0.9,5,-9,7,101[fluorescence artefact?]

# The list goes on, starting with the last 2 of the part before.
SMILES,Ecoli WT expand,CD11b adhes enh,PLAP act,ERa coact inh,MT1-MMP txn act,FAK inh,CD11b adhes inh,ERb SRC1 inh,ERa coact pot
CCN(Cc1cc2ccc(C)cc2[nH]c1=O)C(=O)c1cccnc1,6,3,0.9,9[fluorescence artefact?],1.1,-2,-4,-2[fluorescence artefact?],135
Cc1ccc(C(=O)N2CCN(c3ccc(NC(=O)c4ccc(Br)o4)cc3)CC2)cc1,-4,-3,1.3,8,0.9,5,-9,7,101[fluorescence artefact?]
CCOC(=O)CSc1nnc(CSc2nc3ccccc3c(=O)[nH]2)n1-c1ccccc1,1,-4,1.1,-8,1.1,-3,6,-6,108
O=C(CSc1ccccn1)N1CCN(c2ccccc2)CC1,2,4,0.9,-33,1.2,1,-12,-5,97
Cc1ccc(-c2nnc(CSc3nc4cc5c(cc4cc3C)OCO5)o2)cc1,-2,0,1.1,77*[fluorescence artefact?],1.2,2,10,60*,206*[fluorescence artefact?]
CN(C)c1ccc(NC(=O)Cn2ncn3c(cc4ccccc43)c2=O)cc1,-3,58,1.1,23,1.3,7,-15,-8[fluorescence artefact?],65[fluorescence artefact?]
Cc1cccc(CSCCNC(=O)CSCc2ccc([N+](=O)[O-])cc2)c1,-14,2,0.9,x,x,-1,9,x,x
O=C(c1cccnc1)N1CCN(CCCc2ccccc2)CC1,5,0,1.2,-2,1.1,3,1,3,97

# Part of the list above, with values under each structure:
# Second line of a record: Ecoli WT expand	CD11b adhes enh	PLAP act	ERa coact inh	MT1-MMP txn act	FAK inh	CD11b adhes inh	ERb SRC1 inh	ERa coact pot
> CCOC(=O)CSc1nnc(CSc2nc3ccccc3c(=O)[nH]2)n1-c1ccccc1
  1	-4	1.1	-8	1.1	-3	6	-6	108
> O=C(c1cccnc1)N1CCN(CCCc2ccccc2)CC1
  5	0	1.2	-2	1.1	3	1	3	97
> O=C(CSc1ccccn1)N1CCN(c2ccccc2)CC1
  2	4	0.9	-33	1.2	1	-12	-5	97
> Cc1cccc(CSCCNC(=O)CSCc2ccc([N+](=O)[O-])cc2)c1
  -14	2	0.9	x	x	-1	9	x	x
> CN(C)c1ccc(NC(=O)Cn2ncn3c(cc4ccccc43)c2=O)cc1
  -3	58	1.1	23	1.3	7	-15	-8[fluorescence artefact?]	65[fluorescence artefact?]
